JMJD2C inh – inhibitors of human GASC-1 (JMJD2C) demethylase | Q9H3R0 | inhibition, % at 2.35 µM | GST-JMJD2C(1-420) H3K9me3 demethylation, DELFIA europium | 330,000 compounds, 0.069% hits;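 active = more than half of a compound's replicate wells show inhibition beyond 50%, single wells judged on their own value; inconclusive = some, but no more than half, of replicates pass 50% inhibition; inactive = no replicate passes 50% inhibition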;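 also: signal counts dimethyl H3K9 product captured on neutravidin plate; 0% = median of DMSO wells and 100% = 0.3 times that DMSO median; strong numbers were not always called active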
HCV core dimer – blocks dimerization of HCV core protein; TR-FRET GST/Flag-core106 dimerization, 1536-well; inhibition, % at 5 µM; 300,000 compounds, 0.33% hits; AID 1899;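 active = inhibition above the mean of all tested compounds plus 3 SD, set per screening campaign, cut at about 45% in these data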
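System – GST-tagged and Flag-tagged HCV core protein residues 1-106 · Repeats – one well for each compound · Technique – TR-FRET 671 and 617 nm emission · Doses – one concentration, 5 µM, in 0.5% DMSO · Times – 4 h, 22.5 °C incubation · Also added – Eu donor and XL665 acceptor anti-tag antibodies · Measure – percent inhibition of core106 dimerization signal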
PP5 inh – blocks human protein phosphatase 5 activity. P53041. purified PP5c, OMFP substrate fluorescence. inhibition, % at 6.7 µM. 320,000 compounds, 0.18% hits;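 active = inhibition above the campaign's mean inhibition across all tested compounds plus 3 SD, cut at about 9.5% in these data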;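 also: 0% = DMSO only and 100% = 100 µM cantharidin control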
Target sequence (P53041 whole entry, looked up): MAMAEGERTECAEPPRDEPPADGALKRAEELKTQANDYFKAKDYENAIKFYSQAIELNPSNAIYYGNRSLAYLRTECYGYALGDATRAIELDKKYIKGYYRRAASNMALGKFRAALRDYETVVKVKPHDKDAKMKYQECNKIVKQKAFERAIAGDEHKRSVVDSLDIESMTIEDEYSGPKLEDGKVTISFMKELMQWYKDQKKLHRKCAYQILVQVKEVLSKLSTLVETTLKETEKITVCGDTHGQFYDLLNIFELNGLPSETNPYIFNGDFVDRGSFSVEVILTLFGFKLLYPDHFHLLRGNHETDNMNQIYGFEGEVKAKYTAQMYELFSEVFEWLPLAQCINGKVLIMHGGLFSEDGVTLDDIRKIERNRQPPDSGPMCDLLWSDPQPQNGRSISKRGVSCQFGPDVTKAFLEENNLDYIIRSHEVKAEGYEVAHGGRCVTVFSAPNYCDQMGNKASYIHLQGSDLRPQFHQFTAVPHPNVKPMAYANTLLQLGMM
TPT1 inh – C. albicans TPT1 enzyme inhibition; inhibition, % at 5 µM; 300,000 compounds, 0.81% hits; recombinant caTPT1, FP RNA substrate dephosphorylation;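 active = inhibition above the mean of all tested compounds plus 3 SD, set per screening campaign, cut at about 24% in these data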;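 also: plate controls were DMSO alone for no effect and ferristatin control at 100 nM for full effect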
EBNA-1 inh – blocks EBNA-1 binding to DNA; EBNA-1 DNA binding, fluorescence polarization; inhibition, % at 14.8 µM; 300,000 compounds, 0.34% hits; AID 1950; in the data active = inhibition above about 28%
PP1 inh – PP1-alpha (human) inhibition in PP5 counter-screen; purified PP1alpha, OMFP fluorescence; P62136; inhibition, % at 6.7 µM; 320,000 compounds, 0.9% hits;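 active = inhibition above the mean inhibition of all tested compounds plus 3 SD, computed separately for each screening campaign, cut at about 15% in these data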
Yeast superoxide – lowers age-related superoxide in aged yeast cells. S. cerevisiae aged cells, superoxide DHE fluorescence; active compounds read low. AID 2690. 330,000 compounds, 0.18% hits. superoxide response (% of plate mean), % at 10 µM;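 active = superoxide response under a set limit, about three screen SD below normal, cut at about 65% in these data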;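 also: yeast aged for seven days with compound at 30 °C before DHE staining; 100% = average MFI of all compound-treated wells on the plate with controls excluded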
Fh CTSL1 inh – blocks F. hepatica cathepsin L1 in PFM18AAP counter-screen | AID 1906 | inhibition, % at 5.96 µM | 300,000 compounds, 0.49% hits | recombinant F. hepatica cathepsin L1, Z-Leu-Arg-MCA fluorescence;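 active = inhibition above the mean of all tested compounds plus 3 SD, set per screening campaign, cut at about 17% in these data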;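 also: 0% = plate median of test compound wells and 100% = 1 µM Z-Phe-Ala-diazomethylketone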
ZTA DNA inh – blocks Epstein-Barr virus ZTA, an EBNA-1 counter-screen; 320,000 compounds, 0.15% hits; inhibition, % at 11 µM; ZTA-DNA binding, fluorescence polarization; P03206; AID 2234; in the data active = inhibition above about 33%
Target sequence (P03206 whole entry, looked up): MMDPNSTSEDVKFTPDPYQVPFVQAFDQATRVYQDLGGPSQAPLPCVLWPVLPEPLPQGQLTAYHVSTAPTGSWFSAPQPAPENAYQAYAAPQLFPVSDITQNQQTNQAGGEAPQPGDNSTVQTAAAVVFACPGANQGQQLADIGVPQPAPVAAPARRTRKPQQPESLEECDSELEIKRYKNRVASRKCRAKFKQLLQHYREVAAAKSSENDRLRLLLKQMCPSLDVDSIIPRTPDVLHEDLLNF
Active calls of the source: *; ? = inconclusive; nt = not tested or not shown. Some of the compounds tested; rates above refer to the full screens.

Screens in order – Yeast superoxide, PP1 inh, ZTA DNA inh, JMJD2C inh, EBNA-1 inh, TPT1 inh, HCV core dimer, PP5 inh, Fh CTSL1 inh
CN1C2CCC1/C(=C/c1ccccn1)C(=O)/C2=C\c1ccccn1
→ 100.0, -0.7, -2.7, -10.2, -12.2, 0.6, 2.0, 2.1, -0.6
CCOP(=O)(OCC)C(O)c1ccc2c(c1)OCO2 (stereo unspecified)
→ 88.5, -2.3, 1.7, -17.3, 9.8, -2.4, 0.7, -0.9, 9.4
CCC1(C(=O)c2ccccc2)C2c3ccccc3OC(=O)C21C(C)=O (stereo unspecified)
→ 92.2, 0.5, 13.3, 6.0, -0.8, -0.7, 4.0, -1.3, -2.2
CCC(C)N1C(=O)/C(=C\c2ccc(N3CCCCCC3)cc2)C(=O)NC1=S (stereo unspecified)
→ 113.9, -1.9, 3.5, -113.8, 0.1, 24.9*, 13.0, 1.4, -2.1
COC(=O)C1=C(c2ccc(C(C)=O)cc2)C[C@@H]2CC[C@H]1N2C(=O)NCc1ccc(F)cc1
→ 117.9, -8.4, 26.3, 5.5, nt, nt, nt, -2.9, nt
O=[N+]([O-])c1ccc(N2CCCCC2)c2ncccc12
→ 93.2, 1.1, 11.6, 3.1, 2.9, 1.7, 5.5, 2.5, 10.4
COc1cccc(NC(=O)[C@@H](NC(=O)N2C[C@H]3C[C@@H](C2)c2cccc(=O)n2C3)C(C)C)c1
→ 102.3, -2.0, -3.3, 4.7, -0.9, -1.1, -1.9, 4.2, 0.0
O=C1CN=C(c2ccc(Br)cc2)c2oc3ccccc3c2N1
→ 99.2, 0.8, 14.3, 19.4, 3.6, -2.1, 4.8, 2.0, 0.0
COc1cccc(N(C(C)=O)C2=NCCCS2)c1
→ 104.0, -1.1, 5.5, 4.2, 0.3, -2.8, 5.9, 2.1, -1.2
O=C(O)c1ccc(Cl)nc1
→ 106.5, -5.3, 21.8, -22.6, 9.3, -2.4, 7.0, -1.1, -4.2
COc1cc(/C=C/c2nc3ccccc3c(=O)n2-c2ccccc2O)ccc1O
→ 101.9, -1.2, 2.2, -5.2, 2.3, 25.6*, 11.7, 0.8, 5.1
O=C(OCCN1CCOCC1)C1(c2ccccc2)CCCC1
→ 100.8, -3.5, -4.9, -5.6, -12.9, 3.9, -0.7, 4.0, 0.2
CC(Cc1ccccc1)NC(N)=O (stereo unspecified)
→ 93.8, 1.3, -10.9, 6.4, 2.5, -1.6, -2.1, -0.8, -3.2
CCN(CC)CCCOC(=O)C(OC(C)C)(c1ccccc1)c1ccccc1
→ 102.1, 0.1, -10.8, ?, -10.1, 1.1, -7.8, 2.5, 0.5
COc1ccc2c(c1)/C(=C/c1cnc[nH]1)C(=O)N2
→ 113.2, -3.8, -10.8, 1.3, -15.1, -3.0, -52.5, -4.8, -1.9
COc1ccc(-c2nc(CSCC(=O)N3CCC4(CC3)OCCO4)c(C)o2)cc1OC
→ 101.5, -0.3, -1.0, 3.7, 10.9, -0.1, -4.0, 2.2, -2.8
COC(=O)C1=C(c2ccc(F)cc2OCc2ccccc2)C[C@@H]2CC[C@H]1N2C(=O)NCCOc1ccccc1
→ 119.5, 8.8, 9.8, 0.9, nt, nt, nt, 2.4, nt
CC12CC[C@H]3[C@@H](CCC4(O)C[C@H](O)CCC34/C=N/NC(=O)c3ccccc3F)C1(O)CCC2C1=CC(=O)OC1 (stereo partly specified)
→ 100.3, 0.6, 10.4, 6.6, -4.1, 2.1, -2.9, 2.9, 5.2
CC1=CC(=C2C(=O)NC(=O)NC2=O)C=C(C(F)(F)F)N1Cc1ccccc1
→ 93.2, -3.2, -1.7, 0.1, 5.5, -1.2, 11.0, 0.0, 1.7
O=[N+]([O-])c1ccc(N2CCCC2)cc1N/N=C1\CN2CCC1CC2
→ 108.2, 2.3, 17.3, -4.3, 7.4, -0.9, -12.2, 5.6, 2.6
COC(=O)C1=COC(C)C2CN3CCC4(C(=O)Nc5ccccc54)C3CC12 (stereo unspecified)
→ 87.4, -4.8, -1.8, 14.0, -5.6, -2.5, -1.2, 4.4, 0.2
O=C(COc1ccc2c3c(c(=O)oc2c1)CCC3)N1C[C@H]2C[C@@H](C1)c1cccc(=O)n1C2
→ 112.3, 12.4, 2.1, 74.5, -2.3, 4.8, -2.4, 6.9, 4.7
Cc1c(C(c2ccc(F)cc2)c2c(O)c3ccccc3oc2=O)c(=O)n(-c2ccccc2)n1C (stereo unspecified)
→ 88.8, -1.9, 10.6, -3.2, 0.1, -2.7, 6.5, -0.6, -2.0
CCOc1cc2c(cc1OCC)-n1cccc1C(c1ccc(OC)c(OC)c1)NC2 (stereo unspecified)
→ 93.8, -3.4, 11.4, 2.6, 9.5, 2.1, -4.8, -2.2, -2.1
COc1cc(C(c2c(C)[nH]n(-c3ccccc3)c2=O)c2c(C)[nH]n(-c3ccccc3)c2=O)cc(OC)c1OC
→ 97.5, 0.3, 5.4, 23.1, 0.3, 0.6, -6.0, 4.6, 8.0
O=C(Cn1cnc2ccccc2c1=O)NCC(=O)N1CCC2(CC1)OCCO2
→ 123.3, 0.6, -14.6, 12.2, -8.5, 0.6, -3.4, 0.6, -3.8
Cn1cccc1/C=C1/C(=O)NC(=S)N(Cc2ccc(F)cc2)C1=O
→ 71.7, 14.3, 4.2, 4.7, 18.3, 18.4, 66.3*, 0.9, 2.6
Cc1ccc(-n2c(O)c(C=N)c(=O)n(-c3ccc(C)cc3)c2=O)cc1
→ 95.3, 1.8, 25.6, -8.2, 17.5, 1.5, 3.5, -1.9, -3.0
Cn1cccc1/C=C1/C(=O)NC(=O)N(Cc2ccc(F)cc2)C1=O
→ 94.9, 0.1, 13.8, 5.2, 2.6, 7.6, -2.0, -2.7, -4.5
COc1ccccc1C1=NCc2nnc(CSC)n2-c2ccc(Cl)cc21
→ 96.0, 5.0, -4.2, 4.5, -6.5, -0.8, -1.7, 1.7, -1.9
CC(=O)c1c(O)n(C)c(=S)n(-c2ccccc2)c1=O
→ 96.4, 2.0, -23.0, 0.6, -16.1, 45.2*, -6.8, 1.6, 2.8
COC(=O)C1=C(N)OC(C)=C(C(C)=O)C12C(=O)N(C)c1ccccc12 (stereo unspecified)
→ 96.5, -2.3, 7.9, 6.3, -2.1, -1.3, 0.9, -0.8, 0.1
CCOC(=O)c1c(C)n(Cc2ccccc2)c2ccc(OCC(O)Cn3nc(C)cc3C)cc12 (stereo unspecified)
→ 98.3, 4.3, 4.8, 4.4, -13.5, -2.9, -0.3, 7.8, 3.2
CC(=O)NC(Cc1ccc(N(CCCl)CCCl)cc1)C(=O)NC(C(=O)O)C(C)C (stereo unspecified)
→ 109.6, 8.0, -2.6, -3.3, -6.8, 0.3, -2.8, 0.8, -1.9
CC(c1ccccc1F)n1cc(C(=O)Nc2ccc3nc[nH]c3c2)nn1 (stereo unspecified)
→ 96.6, -3.0, -8.5, 1.1, -3.1, -0.7, -2.1, 2.7, 1.9
O=C1CC(=O)N(c2cccc(Cl)c2)C(=O)N1
→ 99.2, -2.4, -6.7, -12.6, 0.2, 19.0, 0.2, -0.5, 0.2
O=C(O)c1cc(Oc2ccc(C(F)(F)F)cc2Cl)ccc1[N+](=O)[O-]
→ 110.6, 4.9, 12.2, -39.1, -15.7, 2.5, 5.6, 5.8, -5.9
COc1cc(/C=N/NC(=O)CN2CC(c3ccccc3)CC2=O)ccc1OC(=O)N(C)C (stereo unspecified)
→ 102.8, -6.5, 0.4, 7.2, -4.4, -2.7, 10.3, 1.5, 1.4
O=C(Nc1ccc(F)cc1)OC1CN2CCC1CC2 (stereo unspecified)
→ 113.6, -5.0, -5.3, -12.9, -4.0, 5.0, -1.5, 0.9, 0.6
CP(=O)(Nc1ccc(Cl)cc1)c1nc2c(s1)CCCC2 (stereo unspecified)
→ 88.1, 2.6, 2.9, 6.9, -6.6, 2.2, -0.7, -2.4, 0.0
CC1(C)OC1COc1c2occc2cc2ccc(=O)oc12 (stereo unspecified)
→ 106.0, -0.2, -0.3, -13.3, 2.0, -1.8, -11.8, 1.6, 3.4
O=C(O)c1ccc(-n2c(O)c(/C=C3\C=Nc4ccccc43)c(=O)[nH]c2=O)cc1
→ 134.9, 4.5, 4.3, -1.3, 4.8, 16.5, -6.9, 0.0, 3.0
O=C(c1ccc2c(c1)OCO2)C1CCCN(CC2CCCCC2)C1 (stereo unspecified)
→ 84.1, -1.0, 2.7, 15.3, 5.7, -0.7, 0.3, 0.9, 0.4
CCOC(=O)c1ccccc1NC(=O)c1c(O)[nH]c(=S)[nH]c1=O
→ nt, 8.4, -8.7, -10.2, 5.6, -1.8, -3.6, -1.2, 5.5
CN(C)C(=O)CSc1nnc([C@@H](N)Cc2ccccc2)o1
→ 99.3, 0.3, -10.2, -40.3, 3.5, -3.3, -1.7, 0.0, 32.6*
CC(C)(C)C(=O)OCC12CCC(O1)C1(C)C(=O)OCC21 (stereo unspecified)
→ 82.1, 3.0, 0.4, 1.1, 5.7, -6.4, 6.1, 2.3, 1.9
CN1C(=O)/C(=C/c2cccn2-c2ccc3ccccc3c2)C(=O)NC1=S
→ 97.8, 13.8, 8.8, 18.9, 2.5, 38.0*, 64.6*, 1.6, 0.9
O=C1NC(=O)N(Cc2ccccc2Cl)C(=O)/C1=C/c1cccs1
→ 90.6, -2.5, 2.1, ?, 5.0, 10.3, 19.3, -1.5, 1.2
ClC(Cl)(Cl)c1ccccc1
→ 118.0, -7.8, 5.7, -6.8, nt, nt, nt, 1.7, nt
O=S(=O)(NC1CN2CCC1CC2)c1ccc(Cl)cc1 (stereo unspecified)
→ 83.2, 0.0, -13.7, -0.5, 1.1, -0.5, 7.6, 1.5, -4.2

Continuation:
Screens in order – Yeast superoxide, PP1 inh, ZTA DNA inh, JMJD2C inh, EBNA-1 inh, TPT1 inh, HCV core dimer, PP5 inh, Fh CTSL1 inh
C/C(=N\N1CCCCCC1)c1c(O)n(-c2ccc(Cl)cc2)c(=O)[nH]c1=O
→ 110.9, 2.3, -15.2, -7.6, 1.3, -1.5, 3.1, 6.4, -0.9
Cc1ccc(-n2c(O)c(C=NCc3cccnc3)c(=O)[nH]c2=O)cc1C
→ 105.2, -5.5, -0.7, -0.7, -7.5, -0.1, 0.1, 0.4, 2.9
O=C1C2CCN(CC2)[C@@H]1Cc1ccc2ccccc2c1O
→ 105.6, -1.3, -0.8, 11.5, -0.9, -2.1, -0.7, -0.1, -1.7
CN1CCC2(CC1)N=C(c1ccc(F)cc1)C(=S)N2
→ 83.2, 1.2, 3.9, 15.4, 5.9, -1.6, -20.6, 2.7, 1.1
CC(=C1C(=O)c2ccccc2C1=O)N1CCN(CCN=Cc2c(O)n(C)c(=O)n(C)c2=O)CC1
→ 117.1, 2.7, -5.4, -18.2, 9.8, -0.5, -5.3, 1.9, -0.3
